Jurkat NFkB inh = inhibitors of induced NF-kB luciferase reporter, primary screen, TCR NF-kB activation inhibitor project, cell-based, luminescence, uHTS; Jurkat, PMA/ionomycin-induced NF-kB luciferase reporter; inhibition, % at 4 µM; AID 435003, 2010; hit rate 0.53% among 330,000; in the data active = inhibition above about 50%
697 NFkB inh = inhibitors of PMA/ionomycin-induced NF-kB reporter, 697 cells, primary screen, B-cell NF-kB inhibitor project, cell-based, luminescence, uHTS | 697 B-cell NF-kB luciferase reporter, 16 h | inhibition, % at 4 µM | hit rate 0.33% among 330,000; in the data active = inhibition above about 35%
UPR XBP1 act = activators of adaptive XBP1 UPR arm, primary screen, cell-based, CHO-XBP1 luciferase reporter, luminescence, uHTS; IRE1-XBP1 UPR activation; percent of tunicamycin response, DMSO as zero; activation, % at 20 µM; hit rate 0.33% among 330,000; AID 463104, 2010;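 active = versus positive control, 20 µM dose yields 30% or more activation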;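 also: 100% = tunicamycin at 10 µg/mL and 0% = DMSO only wells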
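Assay system: CHO-XBP1 luciferase reporter cells; Schedule: 6 h treatment, 37 °C; Detection: glow luminescence from Steady-Glo reagent; Benchmarks: high control tunicamycin 10 µg/mL final, low control DMSO vehicle only.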
EBI2 block = EBI2 receptor antagonists, beta-arrestin recruitment, primary screen, cell-based, luminescence, 7a,25-OHC stimulation, uHTS; G-protein coupled receptor 183 (Homo sapiens), P32249; 7a,25-OHC stimulated; inhibition, % at 5 µM; hit rate 0.81% among 360,000; AID 651636, 2012; in the data active = inhibition above about 38%;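 also: enzyme fragment complementation signal reports receptor beta-arrestin coupling in cells; 0% = agonist plus DMSO wells and 100% = wells without agonist; some results beyond the cut were filed as inactive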
Mdm2 MdmX PPI = inhibitors of human Mdm2-MdmX association, primary screen, cell-based, luminescence, split luciferase, SaOS-2, uHTS; inhibition, % at 8 µM; AID 485346, 2010; SaOS-2 split-luciferase Mdm2/MdmX complementation; hit rate 3% among 330,000;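 active = inhibition of at least 50% at 8 µM in the primary screen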
Gli-Sufu antag = Gli-Sufu pathway antagonists, primary screen, luciferase luminescence, Sufu-KO-LIGHT cells, uHTS; Sufu-KO-LIGHT fibroblasts, Gli luciferase reporter luminescence; inhibition, % at 5 µM; hit rate 0.74% among 340,000;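 active = inhibition above about 55%, limit read from the data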;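 also: 0% = DMSO-treated cells and 100% = wells with medium but no cells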
UPR CHOP act = activators of apoptotic CHOP UPR arm, primary screen, cell-based, CHO-CHOP luciferase reporter, luminescence, uHTS | AID 449763, 2010 | hit rate 0.34% among 330,000 | activation, % at 10 µM | UPR activation; percent of tunicamycin response over DMSO baseline;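 active = at 10 µM dose, activation of 40% or more, normalized to positive control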;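 also: 100% = tunicamycin at 10 µg/mL and 0% = DMSO alone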
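assay system = CHO CHOP reporter cells | amount = 500 CHO-CHOP cells per well | buffer or medium = F12 with 10% FBS | incubation = 16-18 h cell attachment, then 6 h compound exposure, 37 °C | detection = luminescence read with Steady-Glo | read-out = percent activation relative to tunicamycin control | controls = tunicamycin high control, DMSO low control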
CXCR6 block = CXCR6 receptor inhibitors, primary screen, cell-based, beta-arrestin, luminescence, CHO-K1 PathHunter, 1536-well. C-X-C chemokine receptor type 6 (Homo sapiens), O00574. inhibition, % at 20 µM. hit rate 0.36% among 360,000. AID 602244, 2012; in the data active = inhibition above about 34%, passing the limit was not always enough;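 also: antagonist mode with CXCL16 agonist at 10 nM final; 0% = 10 nM CXCL16 with DMSO and 100% = unstimulated wells without agonist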
Target sequence (O00574 whole entry, looked up): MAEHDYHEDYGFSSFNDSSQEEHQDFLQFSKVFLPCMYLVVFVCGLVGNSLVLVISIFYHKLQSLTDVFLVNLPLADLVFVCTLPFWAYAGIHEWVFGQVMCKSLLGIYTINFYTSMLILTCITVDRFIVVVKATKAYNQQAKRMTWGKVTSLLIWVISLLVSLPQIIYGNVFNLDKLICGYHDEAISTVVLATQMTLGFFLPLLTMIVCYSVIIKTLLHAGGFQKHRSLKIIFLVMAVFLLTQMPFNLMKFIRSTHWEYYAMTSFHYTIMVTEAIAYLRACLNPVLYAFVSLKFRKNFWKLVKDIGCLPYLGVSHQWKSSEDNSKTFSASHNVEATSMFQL
CCR6 antagonist = CCR6 receptor antagonists, primary screen, cell-based, CHO-K1, luminescence, beta-arrestin, uHTS. C-C chemokine receptor type 6 (Homo sapiens), P51684. CHO-K1 CCR6 PathHunter beta-arrestin, CCL20-stimulated. inhibition, % at 20 µM. hit rate 0.49% among 340,000. AID 493098, 2011;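 active = compounds whose inhibition of the agonist-driven luminescence signal at 20 µM reaches about 50%, limit read from the data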;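 also: cells stimulated with CCL20 at 14 nM final; plate controls were DMSO with CCL20 for no effect and DMSO without agonist for full effect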
Target sequence (P51684 whole entry, looked up): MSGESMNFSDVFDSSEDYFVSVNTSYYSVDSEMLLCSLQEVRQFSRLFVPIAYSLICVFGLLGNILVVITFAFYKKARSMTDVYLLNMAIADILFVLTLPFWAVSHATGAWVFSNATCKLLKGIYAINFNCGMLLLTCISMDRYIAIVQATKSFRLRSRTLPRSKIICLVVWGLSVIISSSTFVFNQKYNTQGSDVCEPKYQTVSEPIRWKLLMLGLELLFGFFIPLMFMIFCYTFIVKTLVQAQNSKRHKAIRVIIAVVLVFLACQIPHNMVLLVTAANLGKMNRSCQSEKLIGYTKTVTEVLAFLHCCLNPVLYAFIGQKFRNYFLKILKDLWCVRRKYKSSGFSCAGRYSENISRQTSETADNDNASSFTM
The depositor's hits bear a star; · = no result given.

Molecule	Jurkat NFkB inh	697 NFkB inh	UPR XBP1 act	EBI2 block	Mdm2 MdmX PPI	Gli-Sufu antag	UPR CHOP act	CXCR6 block	CCR6 antagonist
CN(CCCNC(=O)Cn1cccc1C(=O)c1ccccc1)C1CCCCC1	0	1	3	2	8	11	-0.2	-3	16
CCOCCCn1cnc2c(c1=O)c1nc3ccccc3nc1n2-c1ccc(C)cc1	-1	-7	-1	-5	21	5	7.9	8	-1
CN(C)S(=O)(=O)c1ccc(C(=O)NCc2ccccc2)cc1	9	-12	4	-2	29	-3	-2.2	-6	-9
O=C(COc1ccccc1)Nc1ccc2oc(=O)ccc2c1	5	6	1	7	-23	-17	2.9	2	12
CCOc1ccc(C(=O)Nc2ccccc2-c2ccccc2)cc1Cl	0	19	-2	13	0	42	-2.5	1	7
NC(=O)c1ccc(Br)c(S(=O)(=O)N2CCCCC2)c1	14	4	0	-2	5	0	1.1	-5	11
CCOC(=O)N1CCN(S(=O)(=O)c2c(C)[nH]c(=O)[nH]c2=O)CC1	-13	-3	-3	8	17	-21	-1.6	-2	-5
CCOC(=O)C1=C(CC)Nc2ccccc2N=C1NC(=O)CCNC(C)=O	10	15	-3	-3	5	-4	1.9	-3	5
CCn1c(SCC(=O)O)nnc1C1CCCCC1	10	8	-1	-6	-15	2	-1.2	-10	-12
O=C(CCC(=O)c1ccc(F)cc1)Nc1cc(Cl)cc(Cl)c1	6	-17	2	-5	-9	-20	-0.5	2	10
Cc1cc(NC(=O)Nc2ccc(Cl)c(Cl)c2)no1	-6	-6	-1	3	0	-11	2.9	4	-4
O=C(Cn1nc(CNc2ccc(Br)cc2)[n+]2c1CCCCC2)c1ccc([N+](=O)[O-])cc1	9	9	-5	-12	35	2	-1.2	-7	-12
COc1cccc(C(=O)Nc2ccccc2NC(=O)c2cccc(OC)c2)c1	-12	-21	-2	6	7	-17	-0.5	-4	7
COC(=O)c1ccc(COc2ccccc2/C=N/Nc2cccc(C(=O)O)c2)cc1	·	·	·	-6	·	-38	·	0	6
Cc1cc(=O)c2cc(Br)ccc2[nH]1	11	-11	-2	-2	2	5	0.7	-9	-7
COCCN(Cc1nc2ccccc2c(=O)[nH]1)C(=O)COc1ccccc1-c1ccccc1	-6	-1	-2	3	53*	3	-0.5	1	12
Cc1ccc(NC(=O)c2n[nH]c(=O)c3ccccc23)cc1S(=O)(=O)N1CCOCC1	12	-7	0	6	7	-4	-1.6	-2	3
O=C1CC(c2ccccc2)=NN1c1ccc([N+](=O)[O-])cc1	-10	-20	-1	5	48	-20	2.8	32	45
CC(O)CNCc1ccc(-c2ccccc2)cc1 (configuration not stated)	10	-12	0	-8	-8	4	-0.4	-7	-9
CCc1cc2c(=O)[nH]c(Cc3ccccc3)nc2s1	-21	-4	2	2	19	-6	-1.1	6	-8
C/C=N\NC(=O)CNC(=O)CNC(=O)c1ccccc1	9	3	0	-9	-9	2	-1.5	0	0
CC(C)(C)c1ccc(/C=N/NC(=S)NC2CCCCC2)cc1	-30	-50	6	26	37	3	-0.2	22	23
C=CCN(CC=C)c1nc2ccccc2nc1C(C#N)C(=O)OCCOC (configuration not stated)	10	19	-1	11	22	7	-3.0	24	24
N#Cc1ccc(C2N=C(c3ccccc3)NO2)cc1 (configuration not stated)	-153	-123	0	3	-117	-104	4.5	-4	13
CC(=O)c1cccc(NC(=O)CN(c2ccc(C)cc2)S(=O)(=O)c2cccc3nonc23)c1	4	1	-1	-3	-14	0	0.9	8	9
CCOC(=O)C1=CC[C@@H](c2cc3ccc(OC)cc3n2C)N(S(=O)(=O)c2ccc(C)cc2)[C@H]1C(=O)OCC	7	-16	7	3	22	20	3.2	7	5
COc1cc(-c2csc(C)n2)ccc1O	-8	2	3	0	9	-2	1.4	-8	2
O=C(CN1CCCc2ccccc21)NCc1ccc2c(c1)OCO2	-31	-25	4	2	-54	-5	3.0	-5	6
CCOC(=O)C1CCN(C(=O)Cn2cnc3sc(C)c(S(=O)(=O)N4CCC(C)CC4)c3c2=O)CC1	0	10	3	-11	15	21	-0.3	6	6
CCCNC(=O)c1ccc(S(=O)(=O)c2ccc(OC)cc2)c([N+](=O)[O-])c1	48	-51	-7	-16	87*	-1	0.6	-5	4

Next section; it opens with the three that closed the last part.
Molecule	Jurkat NFkB inh	697 NFkB inh	UPR XBP1 act	EBI2 block	Mdm2 MdmX PPI	Gli-Sufu antag	UPR CHOP act	CXCR6 block	CCR6 antagonist
O=C(CN1CCCc2ccccc21)NCc1ccc2c(c1)OCO2	-31	-25	4	2	-54	-5	3.0	-5	6
CCOC(=O)C1CCN(C(=O)Cn2cnc3sc(C)c(S(=O)(=O)N4CCC(C)CC4)c3c2=O)CC1	0	10	3	-11	15	21	-0.3	6	6
CCCNC(=O)c1ccc(S(=O)(=O)c2ccc(OC)cc2)c([N+](=O)[O-])c1	48	-51	-7	-16	87*	-1	0.6	-5	4
CCc1ccccc1NC(=O)c1ccc(-c2csc(C)n2)cc1	-96	-105	-1	1	-65	-68	15	7	8
CC(C)NC(=O)Cn1c(SCC(=O)N2CCCc3ccccc32)nc2ccccc21	6	21	5	-2	26	4	-1.2	-3	10
COc1cc(C(=S)N2CCOCC2)cc(OC)c1OC	10	-14	5	-1	-14	2	1.3	-5	8
CC1CCCC(NC(=O)C2CCC(CNc3c(N4CCCC4)c(=O)c3=O)CC2)C1C (configuration not stated)	1	13	-2	-2	-7	0	-1.4	5	6
O=C(Nc1ccon1)Nc1ccc(Cl)cc1Cl	3	-11	6	-1	13	-8	1.6	-14	-15
Cc1cc(Br)ccc1SCC(=O)OCC(=O)Nc1ncc(C(F)(F)F)cc1Cl	-28	-15	0	-8	-12	0	0.3	0	4
Cc1c(Cl)cccc1NC(=O)[C@@H](NC(=O)c1ccccc1Cl)C(C)C	-2	15	-3	5	16	-16	-1.1	3	6
CC(=O)N(Cc1cccnc1)Cc1cc2ccc(C)cc2[nH]c1=O	-2	2	1	-6	-2	5	-2.1	-5	-3
O=C(CN1CCN(c2ccccn2)CC1)Nc1ccccc1C(=O)Nc1ccccc1	15	-33	4	5	1	-2	1.1	-3	3
C=CCn1c(N)c(C(=O)N2CCOCC2)sc1=S	6	5	2	-4	9	-5	0.2	4	-8
Cc1ccc(S(=O)(=O)NCCNC(=O)c2nonc2N)cc1	1	2	0	-18	5	5	0.4	-9	5
COC(=O)c1cnn2c3c(c(C)nc12)CCCC3	-16	-7	-1	-7	4	-18	0.7	-6	1
Cc1cc(C)nc(-n2ncc(C#N)c2N)n1	-9	-13	-3	9	-17	-6	0.2	-6	-7
Cc1cccc2cc(C#N)c(SCC(=O)Nc3ccccc3N3CCOCC3)nc12	-8	-23	2	35	23	10	-0.7	31	43
NC(=O)c1c(NC(=O)c2cnccn2)sc2c1CCCC2	-53	-61	1	-5	-16	-73	2.5	9	-6
O=C(CNC(=S)N(CCCN1CCOCC1)Cc1cccs1)NC1CC1	-9	-21	-2	-1	11	10	3.2	0	-9
CC(C)c1ccc(NC(=O)CSc2n[nH]c(=O)n2Cc2ccco2)cc1	0	-50	-1	7	11	-2	2.6	-11	2
CCC(=O)Nc1ccc(NC(=O)CSc2nnc(-c3ccco3)n2C)cc1	16	25	-4	0	14	-21	-0.7	6	10
Cc1ccc(Cn2c(N3CCCCCC3)nc3c2c(=O)[nH]c(=O)n3C)cc1	5	-25	-1	7	9	4	1.9	6	-3
CNC(=O)c1cc2c(=O)n3cc(C)ccc3nc2n(C(C)C)c1=N	1	5	0	-10	-27	-17	0.0	-2	0
COCCN(CCOC)C(=O)c1c[nH]c2ccc(S(=O)(=O)N(C)c3ccc(F)cc3)cc2c1=O	2	16	-1	3	-1	2	-0.6	0	4
CC(C)(C)c1nnc(NC(=S)Nc2ccccc2)s1	-9	-120	-2	-8	-45	-54	7.0	14	10
O=C(CNC(=O)c1ccco1)OC(C(=O)c1ccccc1)c1ccccc1 (configuration not stated)	9	5	-2	1	19	4	-0.4	1	18
CCOC(=O)c1cc(C)n(-c2c(C)n(C)n(-c3ccccc3)c2=O)c1C	-11	8	-2	0	-13	6	-0.3	0	-20
COCCN1CCC(CNCc2c(C(=O)N3CCCCC3)nc3c(C)cccn23)C1 (configuration not stated)	6	5	-1	-9	-1	2	0.5	7	1
O=C(Cn1c(=O)oc2ccccc21)Nc1n[nH]c(=S)s1	-16	-5	-2	-6	-10	3	0.7	-18	6
CCN(c1ccccc1)S(=O)(=O)c1ccc(Cl)c(C(=O)N2CCCC2)c1	0	19	0	-4	-12	2	1.6	1	0
CCOC(=O)N1CCN(CC(O)c2c[nH]c3ccccc23)CC1 (configuration not stated)	-8	3	-1	1	14	5	0.2	4	-5
Cc1coc2cc3oc(=O)c(CCC(=O)N4CCC(C(=O)O)(c5ccccc5)CC4)c(C)c3cc12	13	-1	0	-1	15	-4	1.8	0	6

Screens (PubChem BioAssay)
